IkB signaling: IkB pathway inhibition in ABC-DLBCL cells; ABC-DLBCL IkBa-CBG/CBR dual luciferase ratio, 4 h; response scale: scaled: untreated 0%, proteasome inhibitor 100%; Potency, µM (series often up to 57.1 µM), without a hit: top-dose IkBa stabilization activation; 0.04% of 110,000 active; AID 445; active = well fitted curve in the direction sought with a large enough effect in the signal ratio, not every such curve was filed as active; inconclusive = small, poorly fitted or top-dose-only effect, or a change in a side signal; the % refers to the signal ratio;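 also: the direction sought is a rising ratio; 0% = basal untreated cells and 100% = reference inhibitor full response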
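Curves were fitted separately to fusion (green), unfused (red) and ratio luminescence, then classed by r2, magnitude and activity. Cells: OCI-Ly3, 4 h compound plus doxycycline at 37C; 10 uM MG-132 defined full response.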
Peg3 imprint: genomic imprint erasure induction. Potency, µM (titrated, usually from 60.7 µM), inactives show at the top dose activity change, positive = activation, most hits filed as activators. mouse ES Peg3-LacZ reporter, beta-gal luminescence, 40 h. 0.02% of 110,000 active;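 also: 0% = negative control wells on the plate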
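Gelatin-coated wells received 300 freshly trypsinized female ES cells with a Peg3LacZ-Neo reporter on the maternal allele, then incubated 40 hours at 37C. BetaGlo was added for 5 minutes at room temperature before a single luminescence read.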
p53ts 32C kill: cytotoxicity in p53ts cells at permissive temperature; H1299-p53A138V at 32C, ATP luminescence viability, 24 h; Potency, µM (series often up to 46.1 µM), inactives show at the highest dose activity change, negative = cytotoxicity, usual class: cytotoxic; 0.93% of 130,000 active;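 also: 0% = DMSO and -100% = full killing by reference compound; nearly all actives have a fitted effect of over 55% in size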
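Viability by ATPlite luminescence after 24 h compound treatment (up to 46 uM) at the permissive 32C. Cells are H1299 carrying p53 A138V. Scale runs from DMSO basal to 100 uM tamoxifen as full kill; AC50 from Hill fits.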
p53ts 39C kill: p53ts cell cytotoxicity, nonpermissive temperature; H1299-p53A138V viability at 39C, ATP luminescence, 24 h; Potency, µM (highest dose often 46.1 µM), inactives show at the highest dose activity change, negative = cell killing, hits mostly cytotoxic; 1.5% of 130,000 active; AID 902; also: nearly all actives have a fitted effect of over 55% in size
An asterisk follows results filed as active; ? = inconclusive; . = no result given; [ ] = another dose, or the depositor's remark. Unless noted, calls follow the shape of the dose curve; as a rule, active = well fitted curve in the direction sought with a large enough effect; inconclusive = small, poorly fitted or top-dose-only effect, or another doubt; inactive = no such curve, though single readings can be large; an effect the other way counts as inactive or inconclusive. Unless noted, % is scaled to controls: 0 for no effect and ±100 for the full control effect; potency is read from the fitted curve at half-maximal effect.

SMILES	IkB signaling	Peg3 imprint	p53ts 32C kill	p53ts 39C kill
CCOc1ccc(C2c3[nH]c4ccccc4c3CCN2C(=O)CSc2ccccc2)cc1 (stereo not drawn)	4.4%	-9%[10.9 µM]	2%	0%
O=S(=O)(c1ccc(Cl)cc1)c1nc(-c2ccccc2F)oc1NCc1ccccc1	5.9%	1%[10.9 µM]	14%	10%
CCOC(=O)c1c(C)[nH]c(C(=O)C(C)OC(=O)c2cccc(OCc3c(C)noc3C)c2)c1C (stereo not drawn)	?	-25%	15%	11%
O=S(=O)(NN=C1CCCCCCC1)c1ccc(Br)cc1	.	.	3%	-3%
CC1CCN(C(=O)c2cc(-c3ccc(Cl)c(Cl)c3)on2)CC1	?	-11%	-2%	-16%
CCc1nc(SCC(=O)NCC2CCCO2)c2oc3ccccc3c2n1 (stereo not drawn)	-1.8%	-10%	-7%	7%
O=C(c1ccc2c(c1)N(Cc1ccccc1)C(=O)CS2)N1CCOCC1	-0.7%	-12%	3%	7%
O=S(=O)(Cc1ccccc1)N1CCC(N2CCN(c3ccccc3)CC2)CC1	1.7%	-7%	-2%	11%
O=C(NCCCN1CCOCC1)c1cc(-c2ccc(O)cc2)on1	3.6%	16%	-4%	-2%
Cc1cccc(OCCCC(=O)O)c1C	-1.0%	-5%	10%	2%
CCc1ccc(OCC(=O)Nc2ncn[nH]2)c(Br)c1	-4.8%	-22%[10.9 µM]	1.6µM*	1.6µM*
CC(C)C(=O)N1CCN(c2ccccc2NC(=O)Cc2ccc(Cl)cc2)CC1	0.8%	2%	1%	2%
Cc1csc(OCc2ccc(C#N)cc2)n1	1.0%	-3%	-10%	-8%
COc1ccc(OCC(=O)Nc2ccc3c(c2)nc(CCN2CCOCC2)n3C)cc1	11%	-4%	?	?
COc1ccc(-c2nnc3ccc(SCC(=O)Nc4nccs4)nn23)cc1OC	.	.	34%[activator]	10%
O=S(=O)(Nc1ccc(C(F)(F)F)cc1)c1cnc[nH]1	0.0%	-21%	6%	-9%
COc1ccc(-c2noc(CSc3nnc(CCc4ccccc4)n3-c3ccccc3)n2)cc1OC	-1.8%	-16%	9%	18%
Cc1ccc(N2C(=O)c3[nH]nc(-c4ccc(Cl)cc4)c3C2c2ccc(F)cc2)cc1 (stereo not drawn)	?	18%[10.9 µM]	?	?
COc1ccccc1CNC(=O)c1ccc2nc(CCc3ccccc3)oc2c1	-1.7%	-4%[10.9 µM]	-8%	-2%
COc1ccc(C(=O)N2CCCC(c3nc(-c4ccc(OC)c(OC)c4)no3)C2)c(OC)c1 (stereo not drawn)	0.6%	-15%	-2%	-13%
Cc1ccc2ccc(S(=O)(=O)n3nc(C)cc3C)cc2c1	-0.6%	-9%	16%	-3%
CCCC(=O)N1CCN(c2ccc(NC(=O)c3ccccc3)cc2)CC1	-0.8%	-17%	5%	-15%
CC(C)CCNC(=O)NC(=O)CSc1nnc2ccccn12	-1.1%	-7%	-3%	-1%
CCN=C1SCC(=O)N1c1ccc(OC)cc1	0.0%	-13%	-2%	12%
COc1ccc(-c2nc3ccccc3n2Cc2ccccc2)cc1	?	-6%[10.9 µM]	-1%	-10%

Laid out differently: entries from further up
> O=S(=O)(c1ccc(Cl)cc1)c1nc(-c2ccccc2F)oc1NCc1ccccc1
  IkB signaling: 5.9% | Peg3 imprint: 1%[10.9 µM] | p53ts 32C kill: 14% | p53ts 39C kill: 10%
> CCOC(=O)c1c(C)[nH]c(C(=O)C(C)OC(=O)c2cccc(OCc3c(C)noc3C)c2)c1C (stereo not drawn)
  IkB signaling: ? | Peg3 imprint: -25% | p53ts 32C kill: 15% | p53ts 39C kill: 11%
> O=S(=O)(NN=C1CCCCCCC1)c1ccc(Br)cc1
  IkB signaling: . | Peg3 imprint: . | p53ts 32C kill: 3% | p53ts 39C kill: -3%
> CC1CCN(C(=O)c2cc(-c3ccc(Cl)c(Cl)c3)on2)CC1
  IkB signaling: ? | Peg3 imprint: -11% | p53ts 32C kill: -2% | p53ts 39C kill: -16%

More structures follow:
SMILES	IkB signaling	Peg3 imprint	p53ts 32C kill	p53ts 39C kill
COc1cccc(CNS(=O)(=O)c2ccc3[nH]c4c(c3c2)CCCCC4)c1	?	12%[10.9 µM]	11%	-44%
O=C(NC(=O)N1CCN(c2cccc(Cl)c2)CC1)c1ccccc1	2.7%	-21%	-12%	5%
O=C(CN1CCN(S(=O)(=O)c2ccc(Cl)cc2)CC1)Nc1ccc2c(c1)OCO2	?	-11%	13%	5%
COC(=O)CN(c1ccc(C)cc1)S(=O)(=O)c1ccc2c(c1)n(C)c(=O)c(=O)n2C	0.8%	-6%	-20%	-7%
COc1ccc(NC(=O)c2ccc3c(c2)CCN3S(=O)(=O)c2ccc(C)cc2)cc1Cl	-2.5%	-17%[10.9 µM]	-10%	-18%
Cc1ccc(C(C(=O)NC(C)(C)C)N(C(=O)c2csnn2)c2cccc(F)c2)o1 (stereo not drawn)	1.8%	-1%	7%	-8%
O=C1N=C(N2CCCC2)S/C1=C\c1ccccc1	.	.	3%	12%
CCN(C(=O)CSc1nc2ccccc2n1Cc1cc(C)ccc1C)c1ccccc1	?	-14%[10.9 µM]	11%	31%[activator]
CCc1ccc(-n2nc3cc(C)c(NC(=O)c4ccccc4C)cc3n2)cc1	-1.0%	-4%[10.9 µM]	-7%	8%
C#CCOC(=O)c1ccccc1C(=O)N(CC)CC	0.5%	-3%	-7%	11%
CCC1=Nc2cc(C(=O)NCCN(CC)CC)ccc2Sc2ccccc21	1.8%	-12%[10.9 µM]	-6%	-12%
O=C(Nc1cccc(Cl)c1)c1cnc2sc(N3CCCC3)nn2c1=O	?	-14%[10.9 µM]	3%	-23%
COc1ccc(OCCn2c(C)nc3cc(C)c(C)cc32)cc1	?	-8%[10.9 µM]	1%	-2%
CCOc1ccc(CCNC(=O)c2c(C)oc3ncnc(N4CCOCC4)c23)cc1	?	-14%[10.9 µM]	1%	8%
CNC(=O)[C@H](C)[C@@H]1C[C@@]1(C)[C@@H](NC(=O)OCc1ccccc1)c1ccccc1	.	-4%	12%	-9%
CC1CCC2(CC1)N=C(c1ccccc1)C(=O)N2CC(=O)Nc1ccc(F)c(Cl)c1 (stereo not drawn)	?	-7%[10.9 µM]	32%[activator]	?
C/C(=C\c1ccccc1)CN1CCC(C(=O)N2CCC(C)CC2)CC1	.	.	-3%	6%
Cc1cc(N2CCN(c3nnnn3-c3ccccc3)CC2)n2ncnc2n1	0.1%	-1%	-1%	2%
COc1ccc(Cl)cc1NC(=O)Cn1ccn(-c2cc(C)cc(C)c2)c(=O)c1=O	?	-13%[10.9 µM]	5%	-8%
CCOC(=O)CN(C(=O)Cn1nnc2ccccc21)C(C(=O)NCCOC)c1ccccc1C (stereo not drawn)	0.0%	-7%	4%	15%
CC(C)(C)c1ccc(C(=O)Nc2ccccc2C(=O)OCc2cc(=O)n3ccsc3n2)cc1	0.2%	-18%[10.9 µM]	-13%	?
COc1cccc(CCNC(=O)c2cnc3sc(N4CCCCCC4)nn3c2=O)c1	?	-7%[10.9 µM]	-4%	-11%
CC(C)Oc1ccc(C(=O)Nc2ccc(N(C)C)cc2)cc1	1.2%	-54%[inhibitor]	?	?
Cc1cc(NC(=O)c2ccco2)cc(-c2nc3ccccc3o2)c1O	-1.9%	-22%[10.9 µM]	-2%	10%
Cc1nc2nc(NC(=O)c3ccc(F)cc3)[nH]n2c(=O)c1Cc1ccccc1	?	-4%[10.9 µM]	-1%	25%
COc1ccc(C(=O)Nc2ccccc2-c2nc3ccccc3s2)cc1OC	-4.8%	-13%[10.9 µM]	-3%	16%
COc1ccc(NC(=O)c2ccc3c(c2)n(C)c(=O)n3C)cc1	?	-15%	-15%	-17%
CCN(CC)CCNC(=O)c1cc2c(=O)n(C)c3cc(Cl)ccc3c2s1	-2.3%	-2%[10.9 µM]	-7%	15%
CCN(CC)COC(=S)S	1.6%[11.4 µM]	-35%[inhibitor][10.9 µM]	-2%[9.22 µM]	-11%[9.22 µM]
O=C(CSc1ncnc2c1cnn2Cc1ccccc1)Nc1ccc2c(c1)OCCO2	7.5%	-28%	7%	-6%
C=CCn1c(N)c(C(=O)N2CCN(C)CC2)sc1=S	1.0%	17%	1%	-13%
CCN(CC)CCNC(=O)c1ccc2c(c1)ncn2C1CCCCC1	-0.9%	-9%	-19%	-16%
C#CCCCO/N=C1/C[C@@H](O)[C@@H](O)[C@@H]2[C@@H]3C(=O)N(C[C@@H]4CCCO4)C(=O)[C@H]3CC[C@H]12	.	.	-3%[9.22 µM]	-1%[9.22 µM]
O=C(Nc1nnc(-c2ccccc2Cl)o1)c1cccnc1	?	-7%	17%	0%
Cc1sc2c(c1C)c(=O)n(-c1ccccc1)c1nncn21	-0.3%	-6%	-1%	12%
COc1ccc(OC)c(NC(=O)c2cc3ccccc3o2)c1	-1.2%	-11%	-7%	2%
CCOC(=O)c1c(-c2ccc(C)cc2)csc1NC(=O)c1cc(=O)c2cc(C)ccc2o1	-1.0%	-5%[10.9 µM]	7%	7%
O=C(c1ccco1)N1CCN(C(=O)C2(S(=O)(=O)c3ccc(Cl)cc3)CC2)CC1	-0.4%	-3%	-5%	-1%
Cc1ccc(C2C(=O)N(C3CCCCCC3)CC(=O)N2C(C)C)cc1 (stereo not drawn)	4.6%	-11%[10.9 µM]	-11%	-24%
COC(=O)N1CCC2(CCCN(Cc3cc(C(F)(F)F)cc(C(F)(F)F)c3)C2)CC1	2.9%[11.4 µM]	.	4%	13%
c1ccc(Cn2nnc3c(N4CCCC4)ncnc32)cc1	-2.7%	-2%	-14%	0%
CCOc1ccc2nc(NC3=NCN(CC4CCCO4)CN3)nc(C)c2c1 (stereo not drawn)	-2.4%	-14%	-9%	6%
CCN1CCCC1Cn1c(-c2ccccc2)nc2c(N3CCOCC3)nc(C)nc21 (stereo not drawn)	.	-1%	-10%	-21%
O=S(=O)(NC1CCCCC1)c1ccc(Cl)s1	-1.0%	-19%	7%	16%
Cn1cccc1Cc1nnc(SCC(N)=O)n1CCc1ccccc1	-1.4%	3%	-3%	-14%
COc1ccc(Cl)cc1C(=O)N1CCN=C1SC	-1.1%	2%	4%	6%
Cc1ccc(NC(=O)C2CCN(S(=O)(=O)c3ccc4[nH]c5c(c4c3)CCCCC5)CC2)cc1	1.2%	-10%[10.9 µM]	2%	?
O=C(COc1ccc(F)cc1Br)N1CCc2ccccc21	0.0%	-30%[inhibitor]	-13%	-27%
COc1cccc(NC(=O)/C(C#N)=C\c2cn(Cc3ccc(C)cc3)c3ccccc23)c1	?	-20%[10.9 µM]	24%	34%[activator]
CCOc1ccc(-n2ccnc2SCC(=O)Nc2ccc3c(c2)OCO3)cc1	?	?	1%	-16%

(list continues)
SMILES	IkB signaling	Peg3 imprint	p53ts 32C kill	p53ts 39C kill
CCOC(=O)CCCSc1nc2sc(C)c(C)c2c(=O)[nH]1	?	-7%	4%	5%
CC(Sc1cccc(C(F)(F)F)c1)C(=O)NC(N)=O (stereo not drawn)	-1.6%	-7%	3%	3%
CCOC(=O)CCc1c(C)nc2c(c(C)nn2-c2ccc(C)cc2)c1C	-0.3%	-9%[10.9 µM]	-1%	8%
CSc1ccc(CNCc2c(C(=O)O)c(C)n(Cc3ccc(F)cc3Cl)c2C)cc1	0.7%	-8%[10.9 µM]	2%	-2%
Cc1ccc(CNC(=O)c2cccc(NC(=O)N3CCSc4ncccc43)c2)cc1	?	-11%[10.9 µM]	14%	6%
Cc1cc(C)cc(NS(=O)(=O)c2c(C)nc3scc(C)n3c2=O)c1	0.5%	-9%[10.9 µM]	16%	-12%
O=C(Nc1ccc(Br)cc1F)c1ccncc1	-2.4%	-42%[inhibitor]	-2%	-2%
COc1cc(CN(C(=O)c2ccc(OC(C)C)cc2)c2ccccn2)cc(OC)c1OC	?	-18%[10.9 µM]	2%	-15%
COc1cc2c(cc1NC(=O)c1ccc3c(c1)OCO3)oc1ccccc12	-0.1%	-20%	-2%	1%
Cc1ccc(N2CC(C(=O)N3CCN(c4ccccc4)CC3)CC2=O)cc1 (stereo not drawn)	-0.8%	-2%	13%	5%
Cn1cc(-c2cc3n(n2)CCC(=O)N3CCCC(=O)NCc2ccccc2Cl)c2ccccc21	1.5%	5%[10.9 µM]	-2%	-18%

Compound activity deposited in PubChem by National Center for Advancing Translational Sciences (NCATS).
